Screens (PubChem BioAssay)
EPAC2 agonist – activates human EPAC2 exchange factor | Q8WZA2 | EPAC2 activation, biochemical qHTS; response scale: 100% = 6.5 mM cAMP response | Potency, µM (titrated, usually from 154 µM), for inactives: at the top dose activation, hits mostly activators | hit rate 0.079% among 360,000 | AID 720711; also: potency is read from the fitted curve at half-maximal effect; nearly all actives have a fitted effect of over 50% in size
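qHTS, titration series. 100 nM EPAC2 / 250 nM Rap1B-BODIPY-GDP / 50 uM GDP; RT; ex 480/em 540 nm, 5-min reads to 30 min. Norm. to 6.5 mM cAMP = activation.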
aSyn rescue – alpha-synuclein toxicity inhibition in yeast; Yeast expressing alpha-synuclein, growth rescue, BacTiter-Glo, 24 h; Potency, µM (top dose mostly 46.1 µM), for inactives: at the highest dose growth rescue (activation), hits mostly activators; hit rate 0.14% among 370,000; also: potency is read from the fitted curve at half-maximal effect; % of control where 0% means no effect; nearly all actives have a fitted effect of over 65% in size
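Rescue of yeast growth: cells expressing toxic alpha-synuclein, induced in galactose at OD600 0.02, incubated with compound 24 h at 30 C. ATP luminescence quantified growth; inhibitors of toxicity appear as activators.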
DRD3 antagonist – antagonists of human D3 dopamine receptor | hit rate 2.5% among 360,000 | max response, negative = inhibition, % | P35462 | D3R cells, DiscoveRx beta-arrestin luminescence, antagonist mode; active compounds read low; in the data active = max response below about -50%; inconclusive = no clear call, values can overlap the other calls; also: % is scaled to controls: 0 for no effect and ±100 for the full control effect; mostly tested at two doses, the higher about 12 µM
Target sequence (P35462 whole entry, looked up): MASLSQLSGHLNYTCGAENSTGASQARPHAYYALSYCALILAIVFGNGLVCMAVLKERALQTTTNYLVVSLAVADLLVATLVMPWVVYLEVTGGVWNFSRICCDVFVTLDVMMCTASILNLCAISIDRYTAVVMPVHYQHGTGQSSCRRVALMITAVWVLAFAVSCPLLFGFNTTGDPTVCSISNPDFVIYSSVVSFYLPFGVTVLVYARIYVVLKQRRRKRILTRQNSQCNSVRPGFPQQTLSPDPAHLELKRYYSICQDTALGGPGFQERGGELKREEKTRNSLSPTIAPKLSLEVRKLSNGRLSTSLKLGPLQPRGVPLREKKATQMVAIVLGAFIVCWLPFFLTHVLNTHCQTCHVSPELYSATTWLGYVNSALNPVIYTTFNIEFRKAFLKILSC
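Cells plated overnight at 1500 cells/well, then exposed to library compounds with dopamine controls for 90 minutes at 37 degrees C. DiscoveRx reagent added for 30–60 minutes at room temperature; luminescence read, quantitative HTS format.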
Abeta yeast res – compounds reversing amyloid beta toxicity in yeast | yeast expressing A-beta42, growth rescue, OD600, 48 h; response scale: 0% DMSO, 100% iron-clioquinol control | Potency, µM (top dose mostly 46.1 µM), for inactives: at the highest dose growth rescue, most hits filed as activators | hit rate 0.063% among 410,000 | AID 1347071; also: potency is read from the fitted curve at half-maximal effect; nearly all actives have a fitted effect of over 55% in size
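Growth rescue measured by 600 nm absorbance after 48 h yeast culture at 30 C with compound. Values normalized between DMSO and an equimolar ferric chloride plus clioquinol control.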
DRD3 agonist – D3 dopamine receptor (human) agonism; hit rate 0.58% among 410,000; max activation, %; P35462; D3R DiscoveRx beta-arrestin cells, luminescence, 90 min; in the data active = max activation above about 30%; also: 0% is about no effect; mostly tested at two doses, the higher about 12 µM
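Agonist mode: compounds and dopamine controls were applied to plated cells for 90 min at 37 degrees C after an overnight attachment at 1500 cells/well. Luminescent read-out followed 30 - 60 minutes at room temperature with DiscoveRx detection reagent.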
TDP-43 yeast inh – rescues yeast growth from TDP-43 toxicity; TDP-43 expressing yeast growth rescue, BacTiter-Glo, 24 h; Potency, µM (titrated, usually from 46.1 µM), inactives show at the top dose growth rescue (activation), hits mostly activators; hit rate 1.8% among 410,000; also: potency is read from the fitted curve at half-maximal effect; % of control where 0% means no effect; nearly all actives have a fitted effect of over 50% in size
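Readout is BacTiter-Glo luminescence of cell growth, so inhibitors register as activators. TDP-43-expressing yeast at OD600=0.02 in galactose medium, after raffinose pregrowth to mid-log, were incubated with compound for 24 hr at 30 deg C.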
FUS suppressor – rescues growth of FUS-expressing yeast. AID 1347120. Potency, µM (series often up to 76.6 µM), for the others: at the highest dose growth rescue (activation), usual class: activators. hit rate 0.24% among 390,000. S. cerevisiae FUS-expressing, growth rescue, OD600, 24 h;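 also: potency is read from the fitted curve at half-maximal effect; plate controls were DMSO vehicle for no effect and reference control for full effect; nearly all actives have a fitted effect of over 55% in size; some results filed as inactive show a strong effect at the top dose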
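S. cerevisiae expressing FUS from galactose induction served as the toxicity model. Growth after 24hr at 30C, read as absorbance at 600 nm, indicates suppression of toxicity; compounds dosed at several concentrations.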
EPAC2 antag – blocks human EPAC2 exchange factor | Q8WZA2 | EPAC2 GEF exchange of Rap1B-BODIPY-GDP, fluorescence | Potency, µM (highest dose often 114 µM), for inactives: top-dose activity, negative = inhibition, actives largely listed as inhibitors | hit rate 0.18% among 360,000; also: potency is read from the fitted curve at half-maximal effect; % is scaled to controls: 0 for no effect and ±100 for the full control effect; nearly all actives have a fitted effect of over 45% in size; many of its hits are not listed in these tables
Active calls of the source: *; u = inconclusive; x = not tested or not shown; [ ] = another dose, or the depositor's remark. Unless noted, calls follow the shape of the dose curve; as a rule, active = well fitted curve in the direction sought with a large enough effect; inconclusive = small, poorly fitted or top-dose-only effect, or another doubt; inactive = no such curve, though single readings can be large; an effect the other way counts as inactive or inconclusive.

SMILES | EPAC2 agonist | aSyn rescue | DRD3 antagonist | Abeta yeast res | DRD3 agonist | TDP-43 yeast inh | FUS suppressor | EPAC2 antag
O=C(CBr)Nc1c2c(nn1-c1ccccc1)CSC2 | -0.2% | 1.1% | 6.5 | -11.9% | 0.1 | -4.2% | 43.5% | 10.4%
O=C(NCC1CCCO1)c1ccc2c(=O)n(CC3CCCO3)c(SCC(=O)N3CCCC3)nc2c1 (stereo not given) | -0.2% | 6.7% | -7.1 | -15.7% | 1.1 | -24.0% | -2.1% | 17.7%
Cc1ccc(C)c(S(=O)(=O)c2nnn3c2nc(NC(C)C)c2sccc23)c1 | x | x | x | -7.4% | 6.0 | 9.8% | -2.6% | x
CC1CCCC(C)N1C(=O)COC(=O)c1cc(Br)ccc1Cl (stereo not given) | -6.5% | 12.2% | 5.0 | -11.0% | 3.5 | -9.8%[1.82 µM] | 8.9% | -0.4%
N#CC(C(=S)Nc1ccccc1)c1nc2ccccc2[nH]1 (stereo not given) | 11.2% | -10.1% | -4.1 | 16.0% | 11.7 | 14.5% | 25.9% | 2.2%
CC(=O)c1cccc(NC(=O)N2CCC(NC(=O)c3ccco3)CC2)c1 | 13.6% | -2.5% | 1.5 | -15.5% | -4.6 | -27.3% | 16.1% | 2.9%
CCN(C[C@H]1N[C@@](C)(C(=O)OC)[C@H]2C(=O)N(Cc3ccccc3)C(=O)[C@@H]12)S(=O)(=O)c1ccc(F)cc1 | 5.1% | -7.9% | 0.0 | -2.4% | 5.8 | -3.9% | 25.2% | -0.2%
O=C(COC(=O)COc1ccc(Cl)cc1Cl)Nc1cccnc1Cl | -1.0% | -4.9% | 8.8 | 6.5% | 4.7 | 5.6% | 9.0% | -8.2%
COc1ccc(N2CCN(S(=O)(=O)CC34CCC(CC3=O)C4(C)C)CC2)cc1 (stereo not given) | 13.1% | -1.1% | -3.3 | 5.1% | 0.1 | -0.3% | 27.1% | 6.7%
COc1ccc(OC)c(C2C3CN(C(C)C)CC=C3C(C#N)=C(N)C2(C#N)C#N)c1 (stereo not given) | 6.0% | 1.6% | -58.5* | 0.8% | 1.1 | 6.1% | 8.0% | u
CCOc1ccc(S(=O)(=O)Nc2ccc(S(=O)(=O)N3CCOCC3)cc2)cc1 | 4.7% | 1.0% | 0.0 | -5.4% | -0.4 | 13.0% | 23.8% | -4.3%
Cc1ccc(C)c(Cn2c(SCC(=O)N(C)Cc3ccccc3)nc3ccccc32)c1 | x | x | x | -5.4% | -5.6 | u | u | x
Cn1c(=O)c(C(=O)Nc2ncccn2)c(O)c2ccccc21 | -4.7% | u | -19.9 | 1.5% | 0.9 | -9.8% | -22.0% | -3.6%
COCCCNC(=S)N1CCN(c2nc(-c3ccccc3)cs2)CC1 | 9.4% | -4.6% | 34.8 | u | 4.9 | 35.5µM* | 38.2% | -9.3%
CCN(CC)S(=O)(=O)c1ccc(C(=O)NC2=NCCS2)cc1 | 2.7% | -11.5% | 5.7 | -3.3% | -9.5 | -4.4% | 1.8% | -6.7%
Cc1cc(N2CCN(C(=O)c3ccco3)CC2)nc(-c2ccccc2)n1 | -2.2% | -6.8% | -12.3 | -11.1% | -4.7 | -12.1% | 11.3% | -9.5%
COc1cccc(CNC(=O)COc2ccc(C(=O)c3ccccc3)cc2)c1 | 16.6% | -48.0%[inhibitor] | -5.3 | u | -2.0 | 35.5µM* | 1.3% | -7.6%
Cc1ccc(F)cc1NC(=O)COC(=O)c1ccc2ncsc2c1 | 4.5% | 0.1% | -4.7 | -0.3% | 2.2 | 6.3% | 3.7% | 8.7%
CCN(CC)c1ccc(NC(=O)CSc2n[nH]c(-c3ccco3)n2)cc1 | 8.4% | 2.5% | 26.8 | 9.2% | 3.7 | 14.9% | -5.7% | 9.2%
Cn1c(=O)c2c(-c3ccc(Cl)cc3)n(Cc3ccc(Cl)cc3)cc2n(C)c1=O | x | x | x | -8.0% | -4.4 | 2.3% | -13.7% | x
CC(C)(C)C(=O)C(Oc1cccc2nonc12)n1cncn1 (stereo not given) | 12.1% | u | -13.8 | -48.6%[inhibitor] | -10.8 | u | 2.7% | -0.1%
C=C(C)Cn1c(C(C)NC(=O)CCC)nc2ccccc21 (stereo not given) | 4.6% | -7.4% | 12.5 | -9.7% | 2.1 | -6.1% | -1.2% | 21.2%
Cc1ccc(NC(=O)Cc2c(C(=O)O)n(C)c3ccccc23)cc1F | 1.6% | -6.0% | 4.7 | 6.4% | 1.5 | 6.0% | 25.4% | -24.7%
COc1ccc(NCc2nnc(-c3ccccc3)o2)cc1 | 4.9% | 12.7% | 8.1 | 1.9% | -5.0 | 12.9% | -22.0% | -4.8%
O=C(Nc1nnc(-c2ccccc2)o1)Nc1ccc(F)cc1F | -0.8% | 0.0% | -0.5 | -4.1% | 2.0 | 16.1% | 32.1% | 1.6%
Cc1ccc(Nc2nc(N)nc(-c3oc4ccccc4c3C)n2)cc1 | -10.9% | 0.1% | -14.3 | -0.3% | 3.9 | 12.4% | 7.4% | 2.2%
CCCCCc1c(C)nc(Nc2ccccc2)[nH]c1=O | -4.0% | -11.6% | 36.9 | -3.2% | 6.6 | -9.0% | -3.5% | -14.4%
Nc1nc(NCc2ccco2)nc(N2CCOCC2)c1[N+](=O)[O-] | 10.0% | 4.6% | 12.6 | 4.9% | 9.5 | 8.0% | -15.2% | 8.4%
Cc1ccc(S(=O)(=O)Nc2cc3c(C(=O)OCc4ccccc4)c(C)oc3c3ccccc23)cc1 | x | x | x | -0.2% | 9.7 | u | 20.3% | x
COc1ccc(-c2noc(CSc3nnc(Cc4ccccc4)n3-c3ccccc3)n2)cc1OC | x | x | x | -15.5% | -8.0 | 6.4% | u | x

Reprinted from the part before: two compounds, then new ones.
SMILES | EPAC2 agonist | aSyn rescue | DRD3 antagonist | Abeta yeast res | DRD3 agonist | TDP-43 yeast inh | FUS suppressor | EPAC2 antag
Cc1ccc(S(=O)(=O)Nc2cc3c(C(=O)OCc4ccccc4)c(C)oc3c3ccccc23)cc1 | x | x | x | -0.2% | 9.7 | u | 20.3% | x
COc1ccc(-c2noc(CSc3nnc(Cc4ccccc4)n3-c3ccccc3)n2)cc1OC | x | x | x | -15.5% | -8.0 | 6.4% | u | x
COc1ccc(Nc2c(C3CC3)nc3nc(C)cc(C)n23)cc1 | 6.7% | -9.7% | 18.7 | -5.4% | 3.9 | 0.0% | -3.9% | -3.3%
O=C(O)c1ccc(C2Nc3ccccc3C(=O)N2Cc2ccccc2)cc1 (stereo not given) | 4.9% | 2.3% | -14.5 | -14.6% | 2.0 | 9.2% | 2.8% | -5.9%
Cc1cccc2c1-c1sc(C(=O)NCc3ccc(Cl)cc3)cc1CO2 | x | x | x | -5.8% | -10.2 | 12.5% | -0.7% | x
COc1ccc2c(c1OC)C(=O)OC2Nc1nc(-c2cc3cc([N+](=O)[O-])ccc3oc2=O)cs1 (stereo not given) | 6.2% | 14.9% | -10.4 | 12.5% | -10.3 | 24.8% | x | -1.9%
COC(=O)c1ccc(COc2ccc(CNCc3ccc(Cl)cc3)cc2)cc1 | 2.3% | 24.7% | 10.3 | 0.3% | 1.3 | 7.3% | 16.0% | 9.7%
CN(C)C(=O)c1c([N+](=O)[O-])ncn1C | 1.2% | 4.3% | 0.0 | 18.6% | 2.6 | -4.5% | -22.1% | -6.4%
COc1ccc(S(=O)(=O)N2CCCCCC2)cc1C(=O)OCC(=O)NC1CCS(=O)(=O)C1 (stereo not given) | -7.3% | 4.3% | 2.7 | -2.6% | 2.2 | 1.6% | 20.9% | 0.0%
Fc1ccc2[nH]c3c(c2c1)CN(C(=S)NCc1ccccc1)CC3 | 19.5% | -27.7% | -7.5 | u | -5.4 | 15.8µM* | 25.9% | -7.0%
COc1cccc(CNC(=O)C(=O)NCC2CCCO2)c1 (stereo not given) | 16.9%[15.6 µM] | 0.9% | 8.4 | 9.1% | 4.9 | 9.8% | -22.3% | 9.3%
CCOC(=O)C1(CCc2ccccc2)CCN(C2Cc3ccccc3C2)CC1 | 1.6% | 2.7% | -17.8 | -0.5% | -4.2 | 4.0%[9.22 µM] | 1.5% | 5.4%
CCOc1cc(S(=O)(=O)Nc2ccncc2)ccc1F | 10.7% | 0.8% | 1.2 | -4.0% | 9.3 | 20.1% | -22.8% | 11.4%
CCn1c(C)[n+](CCOC(C)=O)c2cc(Cl)c(Cl)cc21 | 4.3% | 2.8% | -9.1 | -2.7% | -2.7 | 8.4% | -4.0% | 3.4%
O=C(O)C(=Cc1ccccc1[N+](=O)[O-])c1ccccc1 | 9.7% | -4.7% | 3.3 | -9.5% | 3.5 | 10.9% | -5.1% | 10.3%
CC(C)[C@H]1COCCS(=O)(=O)N1Cc1cccc(Cl)c1 | 5.0% | 8.5% | 18.4 | 5.3% | 14.4 | 35.5µM* | -2.2% | 3.5%
COCCCNC(=O)c1ccc(CSCc2ccc(C)cc2)o1 | 10.8% | 0.2% | -3.1 | -0.6% | -14.3 | 0.0% | 28.7% | 10.7%

2 compounds from above, limited to aSyn rescue and FUS suppressor.
SMILES,aSyn rescue,FUS suppressor
CCOc1cc(S(=O)(=O)Nc2ccncc2)ccc1F,0.8%,-22.8%
CCn1c(C)[n+](CCOC(C)=O)c2cc(Cl)c(Cl)cc21,2.8%,-4.0%

(list continues)
SMILES | EPAC2 agonist | aSyn rescue | DRD3 antagonist | Abeta yeast res | DRD3 agonist | TDP-43 yeast inh | FUS suppressor | EPAC2 antag
CN1CCN(C(=O)c2cnn3c2NC(c2ccccc2)CC3C(F)(F)F)CC1 (stereo not given) | -2.5% | 8.0% | -6.3 | 6.0% | 11.5 | 5.9% | 2.0% | -3.7%
Cc1cc([N+](=O)[O-])ccc1NCc1cccc2ccccc12 | 5.1% | -14.4% | -8.9 | 10.1% | 2.9 | 16.4% | -7.1% | -7.2%
CCN(Cc1nc(-c2ccc(OC)cc2)oc1C)S(=O)(=O)c1ccc(C)cc1 | x | x | x | -9.5% | 11.6 | 10.8% | 29.2% | x
Cc1cc(C)c(S(=O)(=O)NCCn2ccc3ccccc32)c(C)c1 | 23.3% | u | -3.6 | u | -0.1 | 12.6µM* | 30.7% | -25.4%
Cc1ccc2[nH]c(-c3ccccc3)c(CN3CCCC3)c(=O)c2c1 | -11.6% | 5.2% | 16.1 | -15.2% | 0.2 | -14.4% | 13.6% | -1.8%
O=C(CN1CCN(S(=O)(=O)c2cc(Cl)ccc2Cl)CC1)Nc1cccc(F)c1 | x | 8.7% | x | 26.8% | -2.8 | 35.5µM* | -4.7% | x

A portion of the library, so the mix of outcomes need not match the whole.
